Screening results: PubChem, Broad Institute
TcdB GH inh: blocks C. difficile toxin B glycohydrolase activity. P18177. TcdB glycohydrolase enzymatic assay, plate reader. inhibition, % at 9.99 µM. hit rate 0.24% among 350,000. AID 652162; in the data active = inhibition above about 10%
Starred values were filed as active, the others as inactive.

SMILES	TcdB GH inh
COc1cccc(NC(=O)N(C)C[C@H]2Oc3cc(-c4ccccc4OC)ccc3S(=O)(=O)N([C@@H](C)CO)C[C@H]2C)c1	0.1
C[C@@H]1CN([C@@H](C)CO)C(=O)c2ccccc2-c2ccccc2CO[C@H]1CN(C)C(=O)c1ccccc1	-0.9
Cc1noc(C)c1NC(=O)Nc1ccc2c(c1)C(=O)N([C@H](C)CO)C[C@@H](C)[C@@H](CN(C)C(=O)C1CCCCC1)OCCCC[C@H](C)O2	-1.3
CN1C(=O)c2cc(NC(=O)C3CCCCC3)ccc2OC[C@H]2O[C@@H](CC(=O)NCCc3ccncc3)CC[C@@H]21	-0.8
Cc1cccc(S(=O)(=O)N2CCCCN3[C@H](C2)[C@H](c2ccc(-c4cccnc4)cc2)[C@@H]3CO)c1	-0.4
C/C=C/c1cnc2c(c1)C(=O)N([C@@H](C)CO)C[C@H](C)[C@H](CN(C)C(=O)C1CCCCC1)O2	0.1
CO[C@H]1CN(C)C(=O)c2ccc(NC(C)=O)cc2OC[C@H](C)N(C(=O)Cc2cccnc2)C[C@H]1C	-0.7
COc1ccc(NC(=O)C[C@H]2CC[C@H]3[C@@H](COc4ccc(NC(C)=O)cc4C(=O)N3C)O2)cc1	0.3
C[C@@H]1CN([C@H](C)CO)C(=O)c2cc(NC(=O)Nc3cccc4ccccc34)ccc2O[C@H]1CN(C)S(=O)(=O)c1cccs1	-0.7
CCCNC(=O)[C@@H]1[C@@H](CO)[C@@H]2Cn3c(ccc(-c4ccc(F)cc4)c3=O)[C@@H]2N1C	0.3
C[C@H](CO)N1C[C@H](C)[C@@H](CN(C)Cc2ccc(C(=O)O)cc2)Oc2ccc(NC(=O)C3CC3)cc2C1=O	-0.7
COc1ccc(NC(=O)Nc2ccc3c(c2)[C@H]2C[C@H](CC(=O)N4CCc5ccccc5C4)O[C@H](CO)[C@H]2O3)cc1	1.3
CC(C)COC(=O)N(C)C[C@H]1OCc2ccccc2-c2c(n(C)c3ccccc23)C(=O)N([C@@H](C)CO)C[C@H]1C	1.9
CCc1cnc(N2[C@H](C#N)[C@@H](c3ccccc3C3=CCCCC3)[C@@H]2CO)s1	-0.5
O=C(c1cccc(F)c1)N1CC2(C1)[C@H](c1ccccc1)[C@H](CO)N2C(=O)C1CCCC1	0.0
CN(C)CCCNC(=O)C[C@H]1CC[C@@H](NS(=O)(=O)c2ccccc2)[C@@H](CO)O1	-0.9
COc1ccc(NC(=O)N(C)C[C@@H]2OCCCC[C@H](C)Oc3ccc(NS(=O)(=O)c4ccc(Cl)cc4)cc3C(=O)N([C@@H](C)CO)C[C@@H]2C)cc1	0.5
C[C@H]1CCCCO[C@H](CN(C)C(=O)CCCN(C)C)[C@@H](C)CN([C@@H](C)CO)C(=O)c2cc(NC(=O)Nc3cccc4ccccc34)ccc2O1	4.0
CC(C)CC#Cc1ccc2c(c1)O[C@@H](CN(C)CC1CCOCC1)[C@H](C)CN([C@@H](C)CO)S2(=O)=O	-0.3
C[C@H]1CN([C@@H](C)CO)C(=O)c2cccc(NS(=O)(=O)c3ccccc3)c2O[C@H]1CN(C)Cc1ccc2c(c1)OCO2	0.7
C[C@@H]1CCCCO[C@@H](CN(C)S(=O)(=O)c2ccc(Cl)cc2)[C@H](C)CN([C@H](C)CO)C(=O)c2cc(N(C)C)ccc2O1	-6.7
C[C@@H]1CN([C@H](C)CO)C(=O)c2cccc(NC(=O)Nc3ccc(F)cc3)c2O[C@@H]1CN(C)S(=O)(=O)c1ccccc1	0.2
COCC(=O)Nc1ccc2c(c1)C(=O)N(C)[C@@H]1CC[C@H](CC(=O)NCC(F)(F)F)O[C@H]1CO2	-0.3
CN1C(=O)N[C@@H]2c3ccccc3O[C@@]1(C)[C@@H]2CO	0.1
O=C(Nc1cccc(F)c1)N1CC(=O)N2[C@@H](CO)[C@@H](c3ccc(-c4cccc(F)c4)cc3)[C@@H]2C1	0.5
SMILES	TcdB GH inh
CCC(=O)N(C)C[C@@H]1Oc2cc(-c3ccccc3F)ccc2S(=O)(=O)N([C@@H](C)CO)C[C@H]1C	0.2
O=C(Nc1ccc2c(c1)[C@H]1C[C@@H](CC(=O)N3CCc4ccccc4C3)O[C@H](CO)[C@H]1O2)Nc1ccccc1F	-3.4
COc1ccc(NC(=O)N(C)C[C@H]2Oc3c(NC(=O)C4CC4)cccc3C(=O)N([C@@H](C)CO)C[C@H]2C)cc1	0.0
C[C@H]1CN([C@@H](C)CO)C(=O)c2cccc(NC(=O)c3ccncc3)c2O[C@H]1CN(C)Cc1ccccc1	-0.3
C[C@H](CO)N1C[C@H](C)[C@@H](CN(C)C(=O)Nc2ccccc2)Oc2ncc(Br)cc2C1=O	-0.8
C[C@H]1CN([C@@H](C)CO)C(=O)c2cc(/C=C/c3ccccc3)cnc2O[C@H]1CN(C)Cc1cncnc1	0.0
Cc1ccc(S(=O)(=O)N[C@H]2CC[C@H](CCn3cc(C4CCCCC4)nn3)O[C@@H]2CO)cc1	-0.9
CCC(=O)N1[C@@H]2CN(C(=O)Nc3cccc(Cl)c3)c3ccccc3[C@@H]2[C@@H]1CO	0.9
O=C(C[C@H]1CC[C@H](NC(=O)C2CCC2)[C@H](CO)O1)NC1CCC1	0.2
CO[C@H]1CN(C)C(=O)c2cc(NC(C)=O)ccc2OC[C@@H](C)N(Cc2cccc(F)c2)C[C@@H]1C	0.8
C[C@@H]1CN([C@@H](C)CO)C(=O)c2cc(NC(=O)Nc3cccc4ccccc34)ccc2O[C@H]1CN(C)Cc1ccc(C(=O)O)cc1	-0.8
COc1ccc(CN(C)C[C@@H]2Oc3ccc(NS(=O)(=O)c4ccccc4)cc3CC(=O)N([C@H](C)CO)C[C@@H]2C)cc1	0.1
CC(C)(O)C#Cc1ccc([C@H]2[C@@H](CO)N3CCCCN(C(=O)c4cccc(F)c4)C[C@H]23)cc1	0.4
CC(=O)N(C[C@@H]1N[C@@H](CO)[C@@H]1c1ccc(-c2ccc(F)cc2)cc1)C(C)C	-0.1
CO[C@H]1CN(C)C(=O)c2cc(NC(=O)Nc3ccc(Cl)cc3)ccc2OC[C@H](C)N(C)C[C@H]1C	1.0
O=C(c1ccncc1)N1C[C@H]2[C@@H](c3ccccc31)[C@@H](CO)N2C(=O)Nc1ccccc1Cl	-0.2
CCCNC(=O)N1CC2(C1)[C@@H](c1ccccc1)[C@@H](CO)N2CC1CCCC1	0.6
CCc1cnc(N2[C@H](C#N)[C@H](c3ccccc3)[C@@H]2CO)s1	0.6
N#C[C@H]1[C@@H](c2ccccc2-c2cccc(F)c2)[C@@H](CO)N1C(=O)Cc1cccnc1	0.1
C[C@@H]1CN([C@@H](C)CO)C(=O)c2cc(NC(=O)NC3CCCCC3)ccc2O[C@@H](C)CCCCO[C@H]1CN(C)C(=O)C1CCCCC1	-2.1
CCCNC(=O)N1CCC2(CC1)CN(C(=O)CC)[C@@H](CO)c1c2c2ccc(OC)cc2n1C	-2.4
c1cc(-c2ccc(C3[C@H]4CNC[C@@H]3N4CC3CCCCC3)cc2)ccn1 (stereo partly specified)	-0.1
CC(=O)NC[C@@H]1[C@@H](c2ccc(-c3ccccc3)cc2)[C@H](CO)N1C(=O)C1CCC1	0.8
Cc1ccc(S(=O)(=O)N(C)C[C@H]2Oc3cc(C#CC4CCCC4)ccc3S(=O)(=O)N([C@@H](C)CO)C[C@H]2C)cc1	-1.5
O=C(C[C@H]1C[C@H]2c3cc(NC(=O)c4ccc5c(c4)OCO5)ccc3O[C@H]2[C@@H](CO)O1)NCCN1CCCCC1	-0.9

Sorted by number of heavy atoms (low to high): some entries from above
SMILES	TcdB GH inh
CCc1cnc(N2[C@H](C#N)[C@H](c3ccccc3)[C@@H]2CO)s1	0.6
c1cc(-c2ccc(C3[C@H]4CNC[C@@H]3N4CC3CCCCC3)cc2)ccn1 (stereo partly specified)	-0.1
CC(=O)N(C[C@@H]1N[C@@H](CO)[C@@H]1c1ccc(-c2ccc(F)cc2)cc1)C(C)C	-0.1
CCC(=O)N1[C@@H]2CN(C(=O)Nc3cccc(Cl)c3)c3ccccc3[C@@H]2[C@@H]1CO	0.9
CC(=O)NC[C@@H]1[C@@H](c2ccc(-c3ccccc3)cc2)[C@H](CO)N1C(=O)C1CCC1	0.8
O=C(c1ccncc1)N1C[C@H]2[C@@H](c3ccccc31)[C@@H](CO)N2C(=O)Nc1ccccc1Cl	-0.2
CC(C)(O)C#Cc1ccc([C@H]2[C@@H](CO)N3CCCCN(C(=O)c4cccc(F)c4)C[C@H]23)cc1	0.4
CO[C@H]1CN(C)C(=O)c2cc(NC(C)=O)ccc2OC[C@@H](C)N(Cc2cccc(F)c2)C[C@@H]1C	0.8
C[C@H]1CN([C@@H](C)CO)C(=O)c2cc(/C=C/c3ccccc3)cnc2O[C@H]1CN(C)Cc1cncnc1	0.0
C[C@H]1CN([C@@H](C)CO)C(=O)c2cccc(NC(=O)c3ccncc3)c2O[C@H]1CN(C)Cc1ccccc1	-0.3
Cc1ccc(S(=O)(=O)N(C)C[C@H]2Oc3cc(C#CC4CCCC4)ccc3S(=O)(=O)N([C@@H](C)CO)C[C@H]2C)cc1	-1.5
COc1ccc(CN(C)C[C@@H]2Oc3ccc(NS(=O)(=O)c4ccccc4)cc3CC(=O)N([C@H](C)CO)C[C@@H]2C)cc1	0.1
C[C@@H]1CN([C@@H](C)CO)C(=O)c2cc(NC(=O)NC3CCCCC3)ccc2O[C@@H](C)CCCCO[C@H]1CN(C)C(=O)C1CCCCC1	-2.1

(more compounds)
SMILES	TcdB GH inh
Cc1noc(C)c1S(=O)(=O)N(C)C[C@@H]1Oc2ccc(NC(=O)C3CCCCC3)cc2CC(=O)N([C@@H](C)CO)C[C@@H]1C	1.8
Cc1ccc(-c2ccc([C@H]3[C@H](CO)N4CCCCN(C(=O)c5ccc(F)cc5)C[C@@H]34)cc2)cc1	0.4
CCCNC(=O)C[C@@H]1C[C@@H]2c3cc(NC(=O)CC4CC4)ccc3O[C@@H]2[C@@H](CO)O1	0.9
Cc1noc(C)c1S(=O)(=O)Nc1cccc2c1O[C@@H](CN(C)C(=O)Nc1ccc(C(F)(F)F)cc1)[C@@H](C)CN([C@H](C)CO)C2=O	0.1
CCC(=O)N1[C@H](CO)[C@@H](c2ccccc2)[C@@H]1CN(CC)C(=O)NC1CCCC1	-0.5
CO[C@@H]1CN(C)C(=O)c2ccc(NC(=O)Nc3ccccc3F)cc2OC[C@H](C)N(C(C)=O)C[C@@H]1C	0.6
C[C@H]1CN([C@@H](C)CO)C(=O)c2cc(NC(=O)CCN3CCOCC3)ccc2O[C@H]1CN(C)CC1CC1	-0.4
COCc1cn(CC[C@@H]2CC[C@H](NC(=O)c3ccc(F)cc3)[C@@H](CO)O2)nn1	0.4
O=C(C[C@H]1CC[C@H]2[C@@H](COC[C@H](O)CN2CC2CC2)O1)NCC1CC1	-1.3
O=C(NCC[C@H]1CC[C@H](NS(=O)(=O)c2ccc(Cl)cc2)[C@@H](CO)O1)c1ccccc1F	-0.2
C[C@@H]1CN([C@@H](C)CO)S(=O)(=O)c2ccc(C#CC3CC3)cc2O[C@H]1CN(C)C(=O)C1CC1	-0.7
COc1ccc(NC(=O)N(C)C[C@H]2OCCCC[C@H](C)Oc3ccc(NC(=O)Nc4ccc(C(F)(F)F)cc4)cc3C(=O)N([C@@H](C)CO)C[C@H]2C)cc1	0.0
C[C@H](O)C#Cc1cnc2c(c1)C(=O)N([C@@H](C)CO)C[C@H](C)[C@@H](CN(C)Cc1cncnc1)O2	0.7
CCCNC(=O)C[C@H]1CC[C@H]2[C@H](COc3ccc(NC(=O)c4ccc(C(F)(F)F)cc4)cc3C(=O)N2C)O1	0.1
C[C@H]1CN([C@@H](C)CO)S(=O)(=O)c2ccc(-c3cccc(C#N)c3)cc2O[C@H]1CN(C)C(=O)Nc1ccccc1F	2.1
O=C(C[C@@H]1C=C[C@H](NC(=O)c2ccc(F)cc2)[C@@H](CO)O1)NCCc1ccccc1	-0.2
C[C@@H]1CN([C@H](C)CO)C(=O)c2cc(NC(=O)C3CC3)ccc2O[C@@H]1CN(C)C(=O)Nc1ccc(F)cc1	0.4
C[C@@H]1CN([C@@H](C)CO)C(=O)c2cc(N(C)C)ccc2O[C@@H]1CN(C)Cc1ccccc1	-9.9
O=C(C[C@H]1C=C[C@@H](NC(=O)CN2CCOCC2)[C@H](CO)O1)NCCc1ccccc1	-0.4
Cc1ccc(-c2ccc([C@H]3[C@H](CO)N4C(=O)CN(C(=O)NC(C)C)C[C@@H]34)cc2)cc1	0.0
CO[C@@H]1CN(C)C(=O)c2ccc(NC(=O)C3CC3)cc2OC[C@@H](C)N(C(=O)C2CCOCC2)C[C@H]1C	-0.5
N#C[C@@H]1[C@H](c2ccccc2-c2cccc(F)c2)[C@H](CO)N1C(=O)NC1CCCC1	-0.1
COc1ccc(S(=O)(=O)Nc2ccc3c(c2)C(=O)N([C@@H](C)CO)C[C@H](C)[C@H](CN(C)Cc2ccc(C(=O)O)cc2)OCCCC[C@H](C)O3)cc1	-0.9
C[C@H](CO)N1C[C@H](C)[C@H](CN(C)Cc2ccc(C(F)(F)F)cc2)OCCCC[C@H](C)Oc2ccc(NS(=O)(=O)c3cn(C)cn3)cc2C1=O	-0.6
Cc1noc(C)c1NC(=O)Nc1cccc2c1O[C@H](CN(C)Cc1ccc(Cl)c(Cl)c1)[C@H](C)CN([C@@H](C)CO)C2=O	-0.4
SMILES	TcdB GH inh
CC=Cc1ccc2n(c1=O)C[C@H]1[C@H](CO)[C@@H](C(=O)Nc3ccc(-c4ccccc4)cc3)N(CC)[C@@H]21 (mixture of isomers)	-1.8
N#C[C@@H]1[C@H](c2ccccc2C2=CCCC2)[C@@H](CO)N1C(=O)C1CCCC1	0.4
O=C(NCc1cc(F)cc(F)c1)[C@H]1[C@H](CO)[C@H]2Cn3c(cccc3=O)[C@@H]1N2C(=O)c1ccccn1	0.3
COCC(=O)N1CC2(C1)[C@H](c1ccc(-c3cccc(C)c3)cc1)[C@H](CO)N2C(=O)C1CC1	-0.2
COCCNC(=O)C[C@@H]1CC[C@@H]2[C@H](COc3ccc(NC(=O)COC)cc3C(=O)N2C)O1	0.1
CC(=O)Nc1ccc2c(c1)C(=O)N(C)[C@H]1CC[C@H](CC(=O)Nc3c(F)cccc3F)O[C@@H]1CO2	-1.6
C[C@H]1CN([C@@H](C)CO)C(=O)c2cc(C3=CCCCC3)cnc2O[C@H]1CN(C)C(=O)c1cccnc1	-0.5
CO[C@@H]1CN(C)C(=O)c2ccc(NS(C)(=O)=O)cc2OC[C@H](C)N(C)C[C@@H]1C	-2.2

An excerpt. The share of hits here may be higher or lower than overall.
